Bioassay records as filed in PubChem BioAssay.
Texas Red fluor – Texas Red region autofluorescence | actives 0.06% (n = 59,000) | Compound fluorescence, Texas Red channel, 547/618 nm; hits give high values | max dye-equivalent concentration, M; in the data active = max dye-equivalent concentration above about 10 nM; inconclusive = between about 1.1 nM and that limit
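Compound fluorescence was read after 15 min at room temperature in 100 mM Tris, pH 8.0, using 547 nm excitation and 618 nm emission across a concentration series. It was expressed as Texas Red dye-equivalent concentration from an on-plate standard curve.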
GFP derepression – epigenetic modulators derepressing GFP locus in mouse cells | mouse C127i GFP locus derepression, cytometry, 30 h | Potency, µM (titrated, usually from 46.1 µM), without a hit: at the top dose GFP derepression (activation) | actives 0.09% (n = 68,000) | AID 597; note: % of control where 0% means no effect
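Murine C127i mammary cells carrying a silenced, stably integrated CMV-driven GFP reporter were treated with compound for 30 hours at 37 C. After PBS washes, GFP-positive cells were counted by laser-scanning microplate cytometry.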
4MU fluor – 4-MU region autofluorescence; actives 11% (n = 59,000); compound autofluorescence, 340/450 nm, 4-MU equivalents; hits give high values; max dye-equivalent concentration, M; in the data active = max dye-equivalent concentration above about 10 nM; inconclusive = mostly about 1.1 nM to 9.6 nM
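Compounds in 100 mM Tris, pH 8.0, sat 15 min at room temperature before fluorescence was read at 340 nm excitation/450 nm emission; a per-plate six-point 4-MU standard curve converted signals to dye-equivalent concentration at each compound concentration.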
Fluorescein fluor – compound autofluorescence in fluorescein spectral region; max fluorescein-equivalent concentration, M; actives 0.91% (n = 59,000); AID 593; Compound autofluorescence, 480/540 nm, fluorescein-equivalent; hits give high values; in the data active = max fluorescein-equivalent concentration above about 10 nM; inconclusive = between about 1.1 nM and that limit
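Compounds (23 nL) in 100 mM Tris pH 8.0, 15 min at room temperature, then fluorescence read at 480 nm excitation/540 nm emission. Signal converted to fluorescein-equivalent concentration from an on-plate fluorescein standard curve.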
ERK AVP block – vasopressin-driven ERK pathway inhibition | HEK293-V1b, vasopressin-stimulated pERK AlphaScreen | Potency, µM (series often up to 57.5 µM), inactives show at the top dose activity, negative = inhibition, actives largely listed as inhibitors | actives 0.99% (n = 72,000) | AID 995; note: potency is the fitted concentration of half-maximal effect; % is set by controls: 0 for no effect and ±100 for the full control effect; nearly all actives have a fitted effect of over 55% in size
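HEK293 cells stably expressing V1b receptor, seeded overnight in 1% FBS, were treated with compounds for 30 min at 37C, then stimulated 5 min with 25 nM vasopressin; phospho-ERK read by AlphaScreen SureFire after lysis.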
UbGFP stabilizer – proteasome inhibitors stabilizing ubiquitin-GFP reporter | 67,000 tested, under 10 active | Potency, µM (doses to about 45.9 µM), without a hit: at the highest dose activation (GFP accumulation), most hits filed as activators | Ubiquitin-GFP reporter cells, proteasome inhibition, GFP fluorescence; response scale: untreated = 0%, 10 µM MG-132 = 100%; active = well fitted activation curve with a large enough effect, not every such curve was filed as active; inconclusive = small, poorly fitted or top-dose-only effect, or another doubt; inactive = no such curve, though single readings can be large or run the other way; note: potency is the fitted concentration of half-maximal effect
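Reporter cells (U2OS, ubiquitin-G76V-GFP fusion) are plated overnight, then treated 4 hr at 37 °C with compound titrations from 46 uM down to 2.9 nM. Activity is scaled against untreated cells and 10 uM MG-132.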
A350 fluor – compounds fluorescent in Alexa 350 spectral region; Compound autofluorescence, 340/450 nm, Alexa 350 dye-equivalents; hits give high values; max dye-equivalent concentration, M; actives 11% (n = 59,000); in the data active = max dye-equivalent concentration above about 10 nM; inconclusive = mostly about 1.1 nM to 9.6 nM
HBB splice mod – alters splicing of the hemoglobin beta chain; HBB splicing reporter cell assay, activation; EGFP reporter with mutant IVS2-654 intron; response scale: normalised to 500 nM splice-correcting PNA; Potency, µM (titrated, usually from 46.1 µM), for the others: at the highest dose activation, actives largely listed as activators; actives 0.06% (n = 65,000); note: potency is the fitted concentration of half-maximal effect; 0% is about no effect
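Compounds were applied for 2 days to HeLa EGFP-654 cells, 500/well in Optimem with 2% FCS. The reporter's EGFP is disrupted by mis-splicing of beta-globin intron IVS2-654. Readout: summed well GFP fluorescence from 488 nm laser scanning; reference was 500 nM antisense […] 654 PNA.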
FLuc inh – blocks Photinus pyralis firefly luciferase activity | Potency, µM (series often up to 57.1 µM), without a hit: top-dose activity change, negative = inhibition, actives largely listed as inhibitors | actives 2.2% (n = 72,000) | purified firefly luciferase, luminescence, 8 min | AID 411 | P08659; note: potency is the fitted concentration of half-maximal effect; % is set by controls: 0 for no effect and ±100 for the full control effect; nearly all actives have a fitted effect of over 40% in size
Target sequence (P08659 whole entry, looked up): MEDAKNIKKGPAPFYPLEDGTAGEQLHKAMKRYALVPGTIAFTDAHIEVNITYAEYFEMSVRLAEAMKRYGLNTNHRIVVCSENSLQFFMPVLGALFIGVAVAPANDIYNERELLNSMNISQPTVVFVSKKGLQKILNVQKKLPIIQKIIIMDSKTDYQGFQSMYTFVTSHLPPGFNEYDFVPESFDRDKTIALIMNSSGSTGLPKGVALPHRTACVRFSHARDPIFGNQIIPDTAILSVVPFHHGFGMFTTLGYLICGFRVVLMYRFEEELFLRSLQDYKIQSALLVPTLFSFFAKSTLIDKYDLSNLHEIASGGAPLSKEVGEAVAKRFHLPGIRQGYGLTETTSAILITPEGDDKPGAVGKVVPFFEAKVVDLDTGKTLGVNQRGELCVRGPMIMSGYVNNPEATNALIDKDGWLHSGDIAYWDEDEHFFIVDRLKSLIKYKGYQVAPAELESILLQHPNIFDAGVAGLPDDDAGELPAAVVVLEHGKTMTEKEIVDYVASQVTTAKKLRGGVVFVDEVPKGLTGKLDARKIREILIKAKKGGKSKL
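Inhibition of light generation by firefly luciferase from ATP and luciferin was profiled with concentration-response curves per sample, ATP held at 10 uM within the enzyme's linear range. Plates were read by luminescence after an 8-minute ambient incubation.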
Hsp90 Hop PPI – changes Hsp90-Hop TPR2A binding signal, up or down; AlphaScreen TPR2A-His6 binding biotin-Hsp90 C-terminal peptide; actives 0.44% (n = 71,000); Potency, µM (titrated, usually from 57 µM), without a hit: at the highest dose activity change, negative = inhibition; active = well fitted curve in either direction with a large enough effect; inconclusive = small, poorly fitted or top-dose-only effect, or another doubt; note: potency is the fitted concentration of half-maximal effect; % is set by controls: 0 for no effect and ±100 for the full control effect; many of its hits are not listed in these tables
CRE Fsk mod – CRE-bla signaling modulation under forskolin stimulation. CHO CRE-bla reporter (cAMP response element driving beta-lactamase), forskolin EC10, beta-lactamase ratio. Potency, µM (titrated, usually from 38.2 µM), inactives show at the top dose activity change, negative = inhibition, usual class: activators. actives 2.5% (n = 71,000). AID 662; active = well fitted activation curve with a large enough effect in the signal ratio, with a control signal flat, not every such curve was filed as active; inconclusive = small, poorly fitted or top-dose-only effect, or effect the other way, or a change in a side signal; the % refers to the signal ratio; note: potency is the fitted concentration of half-maximal effect; % of control where 0% means no effect
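CRE-bla CHO reporter cells treated with compound titration plus EC10 NKH 477 (water-soluble forskolin), incubated 3 h at 37 °C; CCF4 loading 2 h at room temperature, 460/530 nm emission ratio read, AC50 values derived for positive or negative modulators.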
The depositor's hits bear a star; [ ] = another dose, or the depositor's remark. Unless noted, calls come from the whole dose curve; as a rule, active = well fitted curve in the direction sought with a large enough effect; inconclusive = small, poorly fitted or top-dose-only effect, or another doubt; inactive = no such curve, though single readings can be large; an effect the other way counts as inactive or inconclusive. A portion of the library. The share of hits here may be higher or lower than overall.

What do the screens show for `Cc1ccc(-c2cc(C(=O)Nc3cc(C)on3)c3ccccc3n2)c(C)c1`?
ERK AVP block: -25%; UbGFP stabilizer: -3%; HBB splice mod: -1.0%; FLuc inh: -5%; Hsp90 Hop PPI: -4%[2.3 µM]; CRE Fsk mod: -2%

How did CCn1c(Cc2ccc(OC)cc2)nnc1SCC(=O)Nc1cccc(C(=O)OC)c1 do in these assays?
Texas Red fluor: inactive; GFP derepression: 0%; 4MU fluor: 2.6e-06M*; Fluorescein fluor: inconclusive; ERK AVP block: -19%; UbGFP stabilizer: 1%; A350 fluor: 2.7e-06M*; HBB splice mod: -1.2%; FLuc inh: 1%; Hsp90 Hop PPI: 2%; CRE Fsk mod: inconclusive

Results for O=C(NS(=O)(=O)c1ccc2c(c1)OCCO2)c1ccccc1 ?
Texas Red fluor: inactive; GFP derepression: -3%; 4MU fluor: 5.6e-07M*; Fluorescein fluor: inconclusive; ERK AVP block: -4%; UbGFP stabilizer: 4%; A350 fluor: 5.5e-07M*; HBB splice mod: 0.0%; FLuc inh: -1%; Hsp90 Hop PPI: 6%; CRE Fsk mod: -7%

How did CCOC(=O)C1CCN(c2c(Nc3ccc4c(c3)OCCO4)c(=O)c2=O)CC1 do in these assays?
GFP derepression: 0%; ERK AVP block: -10%; UbGFP stabilizer: 1%; HBB splice mod: 0.1%; FLuc inh: -27%; Hsp90 Hop PPI: -4%; CRE Fsk mod: -6%

Results for O=C(CCSCCC(=O)NCC1CCCO1)NCC1CCCO1 (stereo unspecified) ?
Texas Red fluor: inactive; GFP derepression: 2%; 4MU fluor: inactive; Fluorescein fluor: inactive; ERK AVP block: -20%; UbGFP stabilizer: 13%; A350 fluor: inactive; HBB splice mod: 0.1%; FLuc inh: 2%; Hsp90 Hop PPI: -3%; CRE Fsk mod: -3%

Results for O=C(CSc1nc(Nc2ccccc2)nc(N2CCOCC2)n1)Nc1ccccc1Cl ?
Texas Red fluor: inactive; GFP derepression: 0%; 4MU fluor: inactive; Fluorescein fluor: inactive; ERK AVP block: -16%; UbGFP stabilizer: -2%; A350 fluor: inactive; HBB splice mod: -0.7%; FLuc inh: -4%; Hsp90 Hop PPI: -2%; CRE Fsk mod: inconclusive

What do the screens show for `Cc1cc(=O)oc2ccc(OCC(=O)N(Cc3ccc(F)cc3)Cc3ccco3)cc12`?
Texas Red fluor: inconclusive; GFP derepression: 0%; 4MU fluor: inactive; Fluorescein fluor: inactive; ERK AVP block: 0%; UbGFP stabilizer: 0%; A350 fluor: inactive; HBB splice mod: -1.3%; FLuc inh: 1%; Hsp90 Hop PPI: -5%; CRE Fsk mod: 8%

Results for CCOC(=O)C1C2C=CC3(CN(c4cccc(Cl)c4)C(=O)C13)O2 (stereo unspecified) ?
GFP derepression: 2%; ERK AVP block: 7%; UbGFP stabilizer: -10%; HBB splice mod: -0.4%; FLuc inh: 1%; Hsp90 Hop PPI: 0%; CRE Fsk mod: -8%

How did Cc1ccc(SCC(=O)N(Cc2nc(-c3ccccc3)no2)C(C)C)cc1 do in these assays?
Texas Red fluor: inactive; GFP derepression: 8%; 4MU fluor: inactive; Fluorescein fluor: inconclusive; ERK AVP block: inconclusive; UbGFP stabilizer: 5%; A350 fluor: inactive; HBB splice mod: -0.8%; FLuc inh: 2%; Hsp90 Hop PPI: 15%; CRE Fsk mod: -10%

What do the screens show for `c1ccc(CN2CCC(N3CCN(Cc4ccc5c(c4)OCO5)CC3)CC2)cc1`?
GFP derepression: -4%; ERK AVP block: -12%; UbGFP stabilizer: 8%; HBB splice mod: 0.1%[9.22 µM]; FLuc inh: 2%; Hsp90 Hop PPI: -2%; CRE Fsk mod: -6%

How did CCC(=O)Nc1cc(NC(=O)CSc2nnc(C(C)C)n2CC)ccc1C do in these assays?
Texas Red fluor: inactive; GFP derepression: -1%; 4MU fluor: inactive; Fluorescein fluor: inconclusive; ERK AVP block: 2%; UbGFP stabilizer: -3%; A350 fluor: inactive; HBB splice mod: -0.2%[57.5 µM]; FLuc inh: 1%; Hsp90 Hop PPI: 1%; CRE Fsk mod: -2%

Results for CCOc1nc(-c2ccncc2)nc2ccccc12 ?
Texas Red fluor: inactive; GFP derepression: -2%[20.6 µM]; 4MU fluor: inactive; Fluorescein fluor: inactive; A350 fluor: inactive; FLuc inh: 4%[25.5 µM]

Results for COc1cc(-c2csc(N3CCOCC3)n2)cc(OC)c1OC ?
Texas Red fluor: inactive; GFP derepression: -2%; 4MU fluor: inactive; Fluorescein fluor: inactive; ERK AVP block: inconclusive; UbGFP stabilizer: 0%; A350 fluor: inactive; HBB splice mod: -0.3%[57.5 µM]; FLuc inh: 0%; Hsp90 Hop PPI: -2%; CRE Fsk mod: inconclusive

Results for Cn1c(=O)c(=O)n(C)c2cc(S(=O)(=O)N3CCCCC3)ccc21 ?
Texas Red fluor: inconclusive; GFP derepression: 6%; 4MU fluor: inactive; Fluorescein fluor: inactive; ERK AVP block: 16%; UbGFP stabilizer: -17%; A350 fluor: inactive; HBB splice mod: 0.4%; FLuc inh: 2%; Hsp90 Hop PPI: 3%; CRE Fsk mod: -9%

What do the screens show for `CC(NC(=O)NC1CCCCC1)C(c1cccs1)N1CCOCC1` (stereo unspecified)?
UbGFP stabilizer: 0%; HBB splice mod: 0.3%; FLuc inh: 3%; Hsp90 Hop PPI: 2%; CRE Fsk mod: 0%

What do the screens show for `CC1CCc2sc3c(c2C1)c1ncnn1c(=O)n3CC(=O)c1ccc(Br)cc1` (stereo unspecified)?
Texas Red fluor: inactive; GFP derepression: -2%; 4MU fluor: inactive; Fluorescein fluor: inactive; ERK AVP block: 0%; UbGFP stabilizer: 8%; A350 fluor: inactive; HBB splice mod: -1.2%; FLuc inh: 1%; Hsp90 Hop PPI: -3%; CRE Fsk mod: -1%

Results for COc1ccc(S(=O)(=O)N2CCN(Cc3ccc(Cl)cc3)CC2)cc1 ?
Texas Red fluor: inactive; GFP derepression: 4%; 4MU fluor: inactive; Fluorescein fluor: inconclusive; ERK AVP block: 56%[activator]; UbGFP stabilizer: -2%; A350 fluor: inactive; HBB splice mod: 3.8%; FLuc inh: -2%; Hsp90 Hop PPI: 13%; CRE Fsk mod: -2%

What do the screens show for `COc1ccc(NC(=O)N2CC[C@@]3(CCCN(C(=O)c4cccc(F)c4)C3)C2)cc1`?
Texas Red fluor: inactive; GFP derepression: 2%[9.22 µM]; 4MU fluor: inactive; Fluorescein fluor: inactive; ERK AVP block: 30%; UbGFP stabilizer: 8%; A350 fluor: inactive; HBB splice mod: -0.7%; FLuc inh: 0%[11.4 µM]; Hsp90 Hop PPI: -9%; CRE Fsk mod: -4%

How did CCOC(=O)CCc1c(C)n(CC)c2ncnn2c1=O do in these assays?
ERK AVP block: -1%; UbGFP stabilizer: -6%; HBB splice mod: -1.0%; FLuc inh: 2%; Hsp90 Hop PPI: -6%[2.3 µM]; CRE Fsk mod: 4%

Results for Cc1cccc(C)c1NC(=O)C1CCCNC1 (stereo unspecified) ?
Texas Red fluor: inactive; GFP derepression: -3%; 4MU fluor: inactive; Fluorescein fluor: inactive; ERK AVP block: 2%; UbGFP stabilizer: 1%; A350 fluor: inactive; HBB splice mod: 0.5%[57.5 µM]; FLuc inh: 3%; Hsp90 Hop PPI: -4%; CRE Fsk mod: 2%

What do the screens show for `CCn1c(=O)c(C(=O)Nc2cnccn2)c(O)c2ccccc21`?
Texas Red fluor: inactive; GFP derepression: -2%; 4MU fluor: inactive; Fluorescein fluor: inconclusive; ERK AVP block: 7%; UbGFP stabilizer: -3%; A350 fluor: inactive; HBB splice mod: -1.7%; FLuc inh: 3%; Hsp90 Hop PPI: -1%; CRE Fsk mod: 8%

How did CN(C(=O)c1ccncc1)c1nnc(-c2cnccn2)s1 do in these assays?
Texas Red fluor: inactive; GFP derepression: 0%; 4MU fluor: inactive; Fluorescein fluor: inactive; ERK AVP block: 1%; UbGFP stabilizer: -5%; A350 fluor: inactive; FLuc inh: -2%; Hsp90 Hop PPI: 0%; CRE Fsk mod: 3%

What do the screens show for `CC1(C)CN=C(NC2CCCCC2)S1`?
GFP derepression: 0%; ERK AVP block: 1%; UbGFP stabilizer: 16%; HBB splice mod: 0.1%; FLuc inh: 0%; Hsp90 Hop PPI: -2%; CRE Fsk mod: 0%

Random excerpt: two entries already listed
What do the screens show for `CC1(C)CN=C(NC2CCCCC2)S1`?
GFP derepression: 0%; ERK AVP block: 1%; UbGFP stabilizer: 16%; HBB splice mod: 0.1%; FLuc inh: 0%; Hsp90 Hop PPI: -2%; CRE Fsk mod: 0%

What do the screens show for `CC(NC(=O)NC1CCCCC1)C(c1cccs1)N1CCOCC1` (stereo unspecified)?
UbGFP stabilizer: 0%; HBB splice mod: 0.3%; FLuc inh: 3%; Hsp90 Hop PPI: 2%; CRE Fsk mod: 0%
